# SMARCA2 act: SMARCA2 function activation, primary screen. MG213 cells, MMTV-luciferase reporter, dexamethasone, overnight. activation, % at 9.1 µM. 370,000 tested, 1% active; in the data active means activation above about 7.8%;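 further: 0% = vehicle wells and 100% = reference activator wells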
# ARFGAP1 inhibitor: inhibits rat ARF GTPase activating protein 1 | Q62848 | Arfgap1-stimulated ARF1 GTP hydrolysis, GDP FP detection | inhibition, % at 16.5 µM | 360,000 tested, 0.26% active;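 active means inhibition above a per-plate limit, mean inhibition of low control wells plus 3 SD, cut at about 25% in these data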;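 further: 0% = DMSO wells with enzyme and 100% = wells lacking Arfgap1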
# Target sequence (Q62848 1-136 limits assumed): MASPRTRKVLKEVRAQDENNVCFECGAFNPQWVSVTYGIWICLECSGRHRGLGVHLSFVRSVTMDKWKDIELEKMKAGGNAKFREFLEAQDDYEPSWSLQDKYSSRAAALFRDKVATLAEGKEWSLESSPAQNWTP
#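 Replicates: Single well per compound | Assay system: Truncated rat Arfgap1 GAP domain | Control set: No-Arfgap1 wells (100%) versus DMSO full-reaction wells (0%) | Times: Enzyme reaction 120 min at 25 °C after 20 min preincubation | Reagent: Human ARF1(Δ1-17)-GTP substrate | Measured by: Tracer-displacement fluorescence polarization with EDTA stop, 620/688 nm | Measure: Percent inhibition of Arfgap1-stimulated GTP hydrolysis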
# HTRA1 inhibitor: blocks human HTRA1 serine peptidase | AID 504803 | 340,000 tested, 0.5% active | recombinant HTRA1, FP-rhodamine activity-based probe, fluorescence polarization | inhibition, % at 5.96 µM; in the data active means inhibition above about 36%;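 further: 0% = enzyme with DMSO and 100% = wells lacking enzyme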
# NR1D1 modulator: modulators of human Rev-erb alpha DNA binding. Rev-erbα–FITC-DNA binding, fluorescence polarization, 90 min. activity, % at 10 µM. 370,000 tested, 0.79% active. AID 1259318;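 active means activity above about 14%, limit read from the data; passing the limit was not always enough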;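 further: 0% = DMSO wells with 35 nM protein and 100% = DMSO wells with 750 nM protein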
# Target sequence (P20393 whole entry, looked up): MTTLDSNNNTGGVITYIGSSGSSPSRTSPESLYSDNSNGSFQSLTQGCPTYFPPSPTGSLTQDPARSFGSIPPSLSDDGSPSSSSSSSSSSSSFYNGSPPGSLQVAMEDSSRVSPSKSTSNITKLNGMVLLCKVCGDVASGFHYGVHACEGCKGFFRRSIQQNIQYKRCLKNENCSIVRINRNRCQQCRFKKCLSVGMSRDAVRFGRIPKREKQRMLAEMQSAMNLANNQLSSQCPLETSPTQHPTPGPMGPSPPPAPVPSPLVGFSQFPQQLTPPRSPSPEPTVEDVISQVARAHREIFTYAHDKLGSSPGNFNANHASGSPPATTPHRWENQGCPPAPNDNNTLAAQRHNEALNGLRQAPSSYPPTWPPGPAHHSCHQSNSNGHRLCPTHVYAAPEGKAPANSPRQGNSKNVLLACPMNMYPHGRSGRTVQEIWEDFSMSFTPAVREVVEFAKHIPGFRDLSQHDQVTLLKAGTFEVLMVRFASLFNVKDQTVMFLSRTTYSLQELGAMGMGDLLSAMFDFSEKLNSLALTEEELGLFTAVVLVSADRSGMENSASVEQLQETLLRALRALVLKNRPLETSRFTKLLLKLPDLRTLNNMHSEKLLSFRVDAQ
# PG9 binder: small molecules binding HIV-1 gp120 antibody PG9; TR-FRET gp120-PG9 antibody binding; inhibition, % at 6.7 µM; 360,000 tested, 0.43% active; in the data active means inhibition above about 8.5%
# GC-A act: GC-A (human) enzyme activation; P16066; HEK293 GC-A cells, cGMP TR-FRET, EC30 ANP; 0% at EC30 ANP, 100% saturating ANP; activation, % at 10 µM; 370,000 tested, 0.14% active; in the data active means activation above about 40%
# mABHD4 FP: ABHD4 (mouse) inhibition, primary FP screen | purified mABHD4, FP-Rh probe fluorescence polarization | inhibition, % at 8.92 µM | 370,000 tested, 0.54% active | AID 720543;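 active means inhibition exceeding the mean over every tested compound plus 3 SD, cut at about 30% in these data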;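 further: 0% = plate median of compound wells and 100% = S159A mutant with DMSO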
# Target sequence (Q8VD66 whole entry, looked up): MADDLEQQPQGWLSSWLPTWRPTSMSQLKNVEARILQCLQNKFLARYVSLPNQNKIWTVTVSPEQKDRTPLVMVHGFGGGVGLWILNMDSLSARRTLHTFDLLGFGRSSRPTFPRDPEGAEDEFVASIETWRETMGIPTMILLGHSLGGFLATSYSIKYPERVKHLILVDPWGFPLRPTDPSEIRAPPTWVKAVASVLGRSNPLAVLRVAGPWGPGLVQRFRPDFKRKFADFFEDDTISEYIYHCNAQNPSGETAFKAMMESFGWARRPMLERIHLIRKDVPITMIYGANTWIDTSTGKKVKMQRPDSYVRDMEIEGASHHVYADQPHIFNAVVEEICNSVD
#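 Assay system: mouse ABHD4 enzyme, wild type / Also added: fluorescent activity-based probe FP-Rh / Doses: single nominal dose of 8.92 µM, 0.89% DMSO final / Timing: 45 min compound pre-incubation plus 60 min probe step, 25 °C / Signal: FP readout, ex 525 nm / em 598 nm / Control set: S159A mutant/DMSO as 100%, compound-well median as 0%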
# ASAP1 inh: inhibitors of human ASAP1 ArfGAP activity; 360,000 tested, 0.19% active; inhibition, % at 16.5 µM; ASAP1-stimulated ARF1 GTP hydrolysis, GDP FP detection; in the data active means inhibition above about 25%;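 further: 0% = vehicle with enzyme and substrate and 100% = no enzyme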
# NPR2 activator: GC-B (human) receptor activation; HEK293-GC-B cells, CNP EC30, cGMP TR-FRET; 0% at EC30 CNP, 100% saturating CNP; activation, % at 10 µM; 370,000 tested, 0.11% active; AID 1920062;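 active means activation at 10 µM reaching about 35% in either raw or pattern-adjusted values, limit read from the data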
# rCAG binder: molecules binding r(CAG) RNA repeats | r(CAG) RNA repeat, TO-PRO-1 dye displacement fluorescence | inhibition, % at 3 µM | 370,000 tested, 1.3% active | AID 651821;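 active means inhibition above the plate cutoff, the mean of all test compounds on that plate plus 3 SD, cut at about 35% in these data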;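 further: 0% = DMSO alone and 100% = 100 µM mitoxantrone as full dye displacement; higher means more dye released from RNA so lower well fluorescence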
# * marks the source's active call; other numbers are inactive results; nt = no result given.
SMILES,SMARCA2 act,ARFGAP1 inhibitor,HTRA1 inhibitor,NR1D1 modulator,PG9 binder,GC-A act,mABHD4 FP,ASAP1 inh,NPR2 activator,rCAG binder
COc1cccc(/C=C2/SC(=S)N(CC(=O)NNC(=O)c3ccccc3O)C2=O)c1,-3,-4,46*,-1,1.9,0,-6,-5,3,17
CC1CCC(C(C)C)C(OCC(O)CNC(C)c2ccccc2)C1 (stereo unspecified),-3,-3,-8,0,-0.1,-33,8,-9,-11,-2
CC(=O)Nc1ccc(NC(=O)C2CCN(c3ccc(C(F)(F)F)cn3)CC2)cc1,-4,-6,-4,4,-3.3,0,4,7,0,-3
O=C(CN1CCC(n2nnc3cc(F)ccc32)CC1)Nc1ccc2c(c1)CCC2,2,5,-32,-1,-2.4,-5,-2,-18,-10,4
O=C(c1ccco1)N1CCN(Cc2nc3ccccc3[nH]2)CC1,-1,-18,6,-6,0.7,-2,4,13,-2,5
CCN1CCN(CCCNC(=O)c2cc3c(=O)oc4ccc(C)cc4c3s2)CC1,-1,4,0,-3,0.7,3,3,9,-4,3
CCc1cccc(NC(=O)CCNS(=O)(=O)c2cccc3nonc23)c1,0,10,1,-1,0.2,1,1,6,-1,-2
N#CCCN(Cc1cccnc1)S(=O)(=O)c1ccc(S(=O)(=O)N2CCCCCC2)cc1,6,4,0,11,-0.3,-1,-11,6,1,-4
COc1cccc(N2CCN(S(=O)(=O)c3ccc(-n4cnnn4)cc3)CC2)c1,2,7,3,3,-0.4,-3,-4,7,0,0
O=C(Cc1ccccc1F)N1CCC(n2nnc3ncccc32)CC1,-6,nt,nt,-6,nt,3,1,nt,-6,3
CCOC(=O)c1cc(-c2ccccc2)sc1NC(=O)COC,-1,4,-3,-9,-0.8,2,5,-8,-10,3
CCCCCCCCN1C(=O)[C@H](CC(=O)NCCc2ccccc2OC)C[C@@]2(C(=O)OC)CC(C)(C)CC=C12,-1,-7,nt,-4,-2.4,-4,-3,13,9,7
Cc1ccsc1/C=N/NS(=O)(=O)c1ccc([N+](=O)[O-])cc1,-2,-3,4,-1,-0.1,-2,-2,-2,8,2
O=C(OC1CC2CC1[C@H]1CCCCN1C2=O)N1CCN(C(=O)c2ccccc2)CC1 (stereo partly specified),0,-6,nt,-1,-0.9,3,4,4,3,1
CN1CCN(Cc2coc3c(Cl)cc(Cl)cc3c2=O)CC1,-1,10,-2,2,-1.8,1,19,-7,3,5
COC(=O)[C@H](C(C)C)N(Cc1cn(Cc2ccccc2)nn1)S(=O)(=O)c1ccc(F)cc1Br,-4,nt,nt,4,nt,-1,-2,nt,5,1
CCn1c(-c2cc3c(C(F)(F)F)nn(C)c3s2)n[nH]c1=S,4,-7,2,0,-0.8,1,-1,-15,-3,4
CC1CCCCC12NC(=O)N(CC(=O)Nc1ccc(S(=O)(=O)N3CCOCC3)cc1)C2=O (stereo unspecified),2,2,-10,0,2.4,6,-2,-13,4,10
CCOC(=O)C1CCCN(C(=O)c2cn(C)c3ccc(S(=O)(=O)N4CCCC4)cc3c2=O)C1 (stereo unspecified),-2,1,1,0,0.5,1,2,11,5,-6
CNc1nc(-c2cccs2)cc(C(F)(F)F)c1C#N,-1,11,0,7,1.1,11,3,-2,15,-2

# By substructure: the entries above with a cyano group.
SMILES,SMARCA2 act,ARFGAP1 inhibitor,HTRA1 inhibitor,NR1D1 modulator,PG9 binder,GC-A act,mABHD4 FP,ASAP1 inh,NPR2 activator,rCAG binder
N#CCCN(Cc1cccnc1)S(=O)(=O)c1ccc(S(=O)(=O)N2CCCCCC2)cc1,6,4,0,11,-0.3,-1,-11,6,1,-4
CNc1nc(-c2cccs2)cc(C(F)(F)F)c1C#N,-1,11,0,7,1.1,11,3,-2,15,-2

# Next compounds follow:
SMILES,SMARCA2 act,ARFGAP1 inhibitor,HTRA1 inhibitor,NR1D1 modulator,PG9 binder,GC-A act,mABHD4 FP,ASAP1 inh,NPR2 activator,rCAG binder
Cc1c(OCC(=O)NCC2CCC(C(=O)O)CC2)ccc2c(-c3ccccc3)cc(=O)oc12 (stereo unspecified),7,0,4,-4,0.1,-2,17,-7,-6,10
O=C(OCc1nc2ccccc2s1)c1ccccc1O,3,12,-10,1,-0.3,1,-5,8,-1,-4
COc1cccc(/C=N/NC(=O)C(=O)N2CCCC2)c1,1,7,5,0,-3.4,-1,5,-11,-3,1
O=C(NC1CCCC1)C1CCC(CNS(=O)(=O)c2ccccc2)CC1 (stereo unspecified),-2,11,-2,-1,1.2,-3,7,-10,2,1
COc1ccc(Cl)cc1C(=O)Nc1ccc(OCC(=O)N2CCOCC2)cc1,1,7,-6,2,-3.0,-2,-5,15,-3,-3
N=c1c2c(-c3ccccc3)c(-c3ccccc3)n(Cc3ccco3)c2ncn1Cc1ccccc1,2,4,-10,-7,-0.2,-1,4,-16,-10,7
Cc1ccc(C)c(NC(=O)CN(C)C(=O)Cc2ccc(Cl)cc2Cl)c1,-1,6,-24,0,-2.5,-9,-6,-12,-2,5
CC1CCCCN1S(=O)(=O)c1ccc(NC(=O)c2ccco2)cc1 (stereo unspecified),-3,1,-11,6,1.6,-1,-5,-7,7,4
Cc1cccc(C(=O)OCC(=O)Nc2c(C)n(C)n(-c3ccccc3)c2=O)c1,3,-2,12,-3,1.2,-3,3,-2,5,2
CCN(CC)CCNC(=O)c1cc(-c2ccco2)nc2ccccc12,4,-3,7,0,-0.1,1,4,7,5,-2

# HTRA1 inhibitor: what is marked active above
Molecule,SMARCA2 act,ARFGAP1 inhibitor,HTRA1 inhibitor,NR1D1 modulator,PG9 binder,GC-A act,mABHD4 FP,ASAP1 inh,NPR2 activator
COc1cccc(/C=C2/SC(=S)N(CC(=O)NNC(=O)c3ccccc3O)C2=O)c1,-3,-4,46*,-1,1.9,0,-6,-5,3

# More compounds.
SMILES,SMARCA2 act,ARFGAP1 inhibitor,HTRA1 inhibitor,NR1D1 modulator,PG9 binder,GC-A act,mABHD4 FP,ASAP1 inh,NPR2 activator,rCAG binder
COc1cc(C(=O)N2CCCN(c3nc4cc(C)ccc4cc3C#N)CC2)cc(OC)c1OC,-1,-2,nt,-5,0.7,-23,5,-8,-23,-8
COc1ccc2c(c1)c(=O)c(C(=O)c1ccccc1)cn2Cc1ccccc1,-2,-13,-4,12,-1.1,0,-8,7,1,2
COc1cccc(CN2CC(C(=O)NCc3cccc(N4CCCC4)c3)CCC2=O)c1 (stereo unspecified),-3,0,-1,-32,-0.8,-2,8,-9,3,0
CC1CN(S(=O)(=O)c2ccc(C(=O)N3c4ccccc4CC3C)cc2)CC(C)O1 (stereo unspecified),-1,-3,0,3,1.3,2,-4,6,1,-1
Cc1nnc(SCC(=O)Nc2cccc(S(=O)(=O)N3CCCC3)c2)n1C1CC1,-4,0,2,5,-1.0,4,-1,7,3,6
O=c1oc2ccc3ccccc3c2cc1-c1nnc(-c2ccccc2)o1,3,0,-3,-27,-0.7,-1,4,1,-6,9
CN(C)CCCO[C@@H]1[C@H]2OC(C)(C)O[C@H]2O[C@@H]1[C@H](O)CO,3,-7,6,1,-2.5,0,-3,-8,3,2
COc1ccccc1CNc1ccc2c(c1)CCC2,2,-9,3,-3,-1.5,-3,4,-4,0,1
COc1ccc(/C(C)=N/NC(=S)NCCc2ccccc2)cc1,-3,2,-20,0,0.0,3,-11,12,-3,-4
CCN1CCN(c2ccc(NC(=O)c3ccco3)cc2)CC1,8.3*,10,2,-3,0.5,-3,-9,-3,-3,-6
S=C(Nc1ccccc1)Nc1ccc(OCc2ccc(Cl)cc2Cl)cc1,-10,21,-2,-2,2.6,4,4,0,1,5
COc1cc(C(=O)Nc2cccc(-c3nc4ncccc4o3)c2C)cc(OC)c1OC,-2,-2,7,3,2.2,5,1,3,1,2
C/C(=C\c1ccccc1F)C1Nc2cccc3cccc(c23)N1,-1,8,5,-3,-2.9,-3,14,-5,4,5
CC1CC(C)CN(CCOc2cccc3ccccc23)C1 (stereo unspecified),-1,-9,0,3,-1.1,-7,3,-2,-5,-1
Cc1occc1CNc1ncnc2ccc(-c3ccc4c(c3)OCO4)cc12,nt,nt,nt,2,nt,12,-11,nt,9,nt
COc1cccc2cc(C(=O)N3CCN(c4ccccc4F)CC3)c(=O)oc12,-2,1,-2,4,-0.8,-3,6,-2,4,-3
O=C(Nc1ccc(S(=O)(=O)Nc2nccs2)cc1)c1cc(-c2ccccc2Cl)nc2ccccc12,0,-4,-59,14,-0.2,2,-56,4,2,76*
COc1cc(CO)cc(Br)c1OCC(=O)Nc1cccc2ccccc12,0,6,-7,1,1.0,-5,0,-3,1,2
O=c1ccn(CCCBr)c(=O)[nH]1,3,13,5,3,0.2,3,-1,-11,5,-1
O=C(CSCc1ccc(Cl)cc1)Nc1ccccc1O,-4,0,-7,4,-2.9,-3,-1,3,-2,-1
COC(=O)c1cc(OC)c(OC)cc1NC(=O)CSc1nnnn1Cc1ccccc1,2,-8,-4,3,-2.3,-4,5,-1,-5,-1
CC(C)(C)NC(=O)C1c2ccccc2OCC(=O)N1CCc1ccccc1 (stereo unspecified),-6,1,nt,-2,-0.1,-4,-3,0,-5,0
CCc1nc2c(OCc3ccc(F)c(F)c3)cccn2c1N(C)C(=O)c1ccco1,-4,13,nt,-1,-0.3,1,-1,7,11,0
Cc1ccc2cc(NC(=O)C3(C)CCN(C)C3)ccc2n1 (stereo unspecified),1,-9,nt,1,-0.1,2,4,-14,4,1
COc1ccc(/C=C(\C#N)C(=O)NCC(c2ccc(F)cc2)N2CCOCC2)cc1 (stereo unspecified),-3,0,-3,-3,-2.0,2,-8,6,-1,6
O=C(NCCN1CCNC1=O)C1CCC(=O)N(Cc2cccc(C(F)(F)F)c2)C1 (stereo unspecified),1,-12,7,2,-0.5,2,1,3,2,-2
O=C(O)c1nsc(Cl)c1Cl,2,-7,-9,8,-1.5,4,1,3,3,4
CC(=O)Nc1ccc(S(=O)(=O)Oc2ccc(/C=N/N=C3/NC(=O)C(CC(=O)O)S3)cc2)cc1 (stereo unspecified),-4,-1,nt,7,-1.8,0,-5,5,2,20
Cn1cnc([N+](=O)[O-])c1C(=O)Nc1cccc([N+](=O)[O-])c1,-2,6,-4,-6,-0.4,-4,-3,13,-2,2
CC(C(=O)O)c1ccc(C(=O)c2ccccc2)s1 (stereo unspecified),-2,-12,6,8,-1.4,2,-1,11,3,2
CCOc1ccccc1NC(=O)COC(=O)/C=C/c1ccc(OC)c(OC)c1,4,10,1,-2,-3.1,0,1,-3,-1,-4
Cc1ccc(S(=O)(=O)NCCC2(C(C)C)CCOC(C)(C)C2)cc1 (stereo unspecified),0,7,-8,3,1.9,-1,2,-9,6,-7
CCN1CCN(CCOc2ccc(Br)cc2C)CC1,-3,4,-7,3,-0.2,1,10,2,-2,-2
N#CC1=C(N)NC(SCC(=O)Nc2ccc(Br)cc2)=C(C#N)C12CCCCC2,-3,18,-62,1,1.0,-4,-23,17,1,15
COc1ccc(/C(N)=N/OC(=O)c2ccc(OC)c([N+](=O)[O-])c2)cc1OC,0,3,3,-13,-1.1,1,-2,3,-1,-1
O=C(C1CCCN(S(=O)(=O)c2ccc(F)cc2)C1)N(Cc1cccs1)C1CC1 (stereo unspecified),-1,1,-6,5,-1.2,-3,-4,14,0,-3
COc1ccc(C2=NN(C(C)=O)C(c3ccccc3)C2)cc1 (stereo unspecified),6,9,6,2,1.4,-5,-9,1,-3,-2

# Screens as filed in PubChem BioAssay.
